AGP1-GFP MLPCN = yeast TOR pathway AGP1-GFP modulation; S. cerevisiae AGP1-GFP multiplex flow cytometry, 3 h; GFP as percent of DMSO wells; GFP response vs DMSO, % at 10 µM; 320,000 compounds, 0.02% hits; AID 2066;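 active means GFP response relative to DMSO above a set limit, near screen average plus 3 SD, cut at about 150% in these data; inconclusive means fewer than 70 cells counted for the yeast strain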;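 further: median GFP channel fluorescence of the gated AGP1 strain per well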
MEP2 TOR yeast = yeast TOR pathway MEP2-GFP modulation | S. cerevisiae MEP2-GFP strain, flow cytometry GFP, 3 h; 100% = DMSO control level | GFP response vs DMSO, % at 10 µM | 330,000 compounds, 0.51% hits;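 active means GFP response versus DMSO above a set limit, roughly screen mean plus 3 SD, cut at about 180% in these data; inconclusive means fewer than 70 cells counted for a yeast strain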;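 further: median GFP fluorescence of the barcode-gated MEP2-GFP cells per well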
GRK2 inh = inhibitors of human GRK2 displacing RNA aptamer. P25098. bead flow cytometry, FAM-aptamer displacement from GRK2. inhibition of aptamer binding, % at 10 µM. 330,000 compounds, 0.59% hits. AID 488847;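 active means inhibition of aptamer binding above 40%, roughly 3 SD of noise, on plates passing a quality check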;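 further: median bead fluorescence of bound FAM aptamer so fluorescent compounds give negative values; no value below 0 was filed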
Target sequence (P25098 whole entry, looked up): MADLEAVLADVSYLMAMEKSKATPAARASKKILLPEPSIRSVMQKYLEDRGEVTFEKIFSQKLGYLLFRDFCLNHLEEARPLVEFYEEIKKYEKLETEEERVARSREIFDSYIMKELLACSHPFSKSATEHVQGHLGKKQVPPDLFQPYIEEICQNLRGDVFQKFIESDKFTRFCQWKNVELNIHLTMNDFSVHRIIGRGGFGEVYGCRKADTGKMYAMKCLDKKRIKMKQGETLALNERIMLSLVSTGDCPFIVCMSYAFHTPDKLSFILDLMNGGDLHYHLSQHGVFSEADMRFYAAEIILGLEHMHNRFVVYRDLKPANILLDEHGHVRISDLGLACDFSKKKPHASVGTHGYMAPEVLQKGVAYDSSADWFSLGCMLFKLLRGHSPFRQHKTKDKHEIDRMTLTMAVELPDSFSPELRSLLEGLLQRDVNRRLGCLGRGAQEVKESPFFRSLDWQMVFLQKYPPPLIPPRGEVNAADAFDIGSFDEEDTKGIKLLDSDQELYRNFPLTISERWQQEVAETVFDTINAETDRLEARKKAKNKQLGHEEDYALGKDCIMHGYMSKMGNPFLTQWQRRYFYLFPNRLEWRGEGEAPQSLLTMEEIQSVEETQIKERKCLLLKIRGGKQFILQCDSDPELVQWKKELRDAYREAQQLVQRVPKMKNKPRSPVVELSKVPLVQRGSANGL
LAP4-GFP MLPCN = yeast TOR pathway LAP4-GFP modulation. S. cerevisiae LAP4-GFP multiplex, flow cytometry GFP, 3 h; median GFP as percent of DMSO wells. GFP response vs DMSO, % at 10 µM. 320,000 compounds, 0.34% hits. AID 2023;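 active means GFP response vs DMSO above a set limit, about the screen mean plus 3 SD, cut at about 150% in these data; inconclusive means under 70 cell events counted for the yeast strain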
VLA-4 inh = inhibition in a human VLA-4 binding assay. inhibition, % (about 7 µM as worked out from the volumes in the protocol). 330,000 compounds, 0.2% hits. VLA-4 expressing cells, ligand binding flow cytometry. P13612; in the data active means inhibition above about 50%
GASC-1 inh = blocks human GASC-1 demethylase activity. Q9H3R0. GST-JMJD2C(1-420) H3K9me3 demethylation, DELFIA europium. inhibition, % at 2.35 µM. 330,000 compounds, 0.069% hits. AID 2099;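 active means more than half of a compound's replicate wells show inhibition beyond 50%, single wells judged on their own value; inconclusive means some, but no more than half, of replicates pass 50% inhibition; inactive means no replicate passes 50% inhibition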;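 further: signal counts dimethyl H3K9 product captured on neutravidin plate; 0% = median of DMSO wells and 100% = 0.3 times that DMSO median; strong numbers were not always called active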
Target sequence (Q9H3R0 1-420 limits assumed): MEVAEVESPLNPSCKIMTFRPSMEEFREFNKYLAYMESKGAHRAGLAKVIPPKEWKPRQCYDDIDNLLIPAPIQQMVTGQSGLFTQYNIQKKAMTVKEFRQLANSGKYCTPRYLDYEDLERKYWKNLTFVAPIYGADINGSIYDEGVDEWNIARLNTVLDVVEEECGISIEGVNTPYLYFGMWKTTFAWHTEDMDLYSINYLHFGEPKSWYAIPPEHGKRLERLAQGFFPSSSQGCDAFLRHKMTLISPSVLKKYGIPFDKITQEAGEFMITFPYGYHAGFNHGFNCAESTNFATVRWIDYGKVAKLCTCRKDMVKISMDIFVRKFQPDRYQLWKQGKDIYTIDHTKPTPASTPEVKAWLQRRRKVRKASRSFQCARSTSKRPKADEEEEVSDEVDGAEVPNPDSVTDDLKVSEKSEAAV
RPL19A TOR yeast = modulators of TOR pathway RPL19A-GFP in S. cerevisiae. S. cerevisiae RPL19A-GFP strain, flow cytometry, 3 h; stronger effect = lower value. AID 2025. 330,000 compounds, 0.3% hits. percent response vs DMSO, % at 10 µM;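 active means percent response vs DMSO below 50%; inconclusive means fewer than 70 events counted for the yeast strain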;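 further: median channel GFP fluorescence of the barcoded RPL19A-GFP strain; ratio of sample median GFP to plate DMSO average so 100% = DMSO; lower means less RPL19A-GFP as with rapamycin TOR inhibition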
CIT2-GFP yeast = alters CIT2-GFP fluorescence in TOR pathway yeast screen. AID 2029. GFP response vs DMSO, % at 10 µM. S. cerevisiae CIT2-GFP strain, flow cytometry, 3 h; 100 means same as DMSO wells. 320,000 compounds, 0.065% hits;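 active means GFP response relative to DMSO above a set limit, near the screen mean plus 3 SD, cut at about 150% in these data; inconclusive means Fewer than 70 cells measured for a yeast strain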;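 further: ratio of well median GFP fluorescence to mean of DMSO wells on the plate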
Active calls of the source: *; ? = inconclusive; nt = not tested or not shown; & = joins results of further samples; [ ] = dose if it differs, or a comment.

The opening two entries, to show the layout:
SMILES	AGP1-GFP MLPCN	MEP2 TOR yeast	GRK2 inh	LAP4-GFP MLPCN	VLA-4 inh	GASC-1 inh	RPL19A TOR yeast	CIT2-GFP yeast
COC(=O)c1cc(S(=O)(=O)NCC2CCN(CCc3ccc(OC)cc3)CC2)c[nH]1	98	102	0	92	6	-1	98	99
O=C(N/N=C/c1ccc(O)cc1)Nc1cccc2nsnc12	97	100	2	108	18	-16	97	90

All compounds of this part, previewed entries included:
SMILES	AGP1-GFP MLPCN	MEP2 TOR yeast	GRK2 inh	LAP4-GFP MLPCN	VLA-4 inh	GASC-1 inh	RPL19A TOR yeast	CIT2-GFP yeast
COC(=O)c1cc(S(=O)(=O)NCC2CCN(CCc3ccc(OC)cc3)CC2)c[nH]1	98	102	0	92	6	-1	98	99
O=C(N/N=C/c1ccc(O)cc1)Nc1cccc2nsnc12	97	100	2	108	18	-16	97	90
O=C(NCc1ccccc1)c1ccc(S(=O)(=O)N2CCCC2)cc1	102	100	20	95	1	4	100	108
O=C(NCCc1ccccc1)C(=O)NCC1OCCN1S(=O)(=O)c1ccc([N+](=O)[O-])cc1 (stereo not drawn)	98	105	0	90	20	-5	104	108
CN1C(=O)NC(c2cccc([N+](=O)[O-])c2)C2=C1CCCC2=O (stereo not drawn)	97	106	0	91	7	24	102	102
COc1ccc(N2CCN(CC(O)COc3ccc4c(c3)CCC4)CC2)cc1 (stereo not drawn)	99	97	0	94	15	-34	94	nt
COc1ccc2cc(Br)ccc2c1CC(=O)NC(C)C	101	104	2	102	0	?	101	108
O=C(CC(=O)N/N=C/c1cccs1)NCc1ccccc1	98	101	0	106	15	1	99	90
CN1C(=O)C(O)(CC(=O)c2ccccc2O)c2cc(Br)ccc21 (stereo not drawn)	105	111	4	103	37	-12&0	102	111
C=C(C)Cn1c(N2CCN(c3ccc(OC)cc3)CC2)nc2c1c(=O)n(C)c(=O)n2C	100	97	2	100	9	-27	98	105
CC(OC(=O)c1ccc(NS(=O)(=O)c2ccc3[nH]c(=O)[nH]c3c2)cc1)C(N)=O (stereo not drawn)	96	110	0	88	0	4	102	103
CCOC(=O)c1cn2nc(-c3ccc(OCC)cc3)cc2nc1C1CCN(C(=O)OC(C)(C)C)CC1	99	97	5	95	5	2	98	98
CC(C)(C)c1ccc(-c2cc(N)n[nH]2)cc1	98	95	0	101	-4	nt	96	97
Cc1cccc(OCC(=O)N(Cc2cccs2)C2CCS(=O)(=O)C2)c1 (stereo not drawn)	105	110	0	106	11	-89	102	100
COc1ccc(F)cc1S(=O)(=O)Nc1cc2c3c(c1)CCC(=O)N3CCC2	107	103	0	125	12	-9	101	97
c1cc(C2OCCN2CC2COC3(CCCC3)O2)ccn1 (stereo not drawn)	104	113	0	111	-3	-6	99	101
CCCc1nnc(SCC(=O)N2CCOCC2)n1Cc1ccco1	95	89	2	84	3	8	93	83
CC1CC(C)CN(C(=O)CCS(=O)(=O)c2ccc3c(c2)NC(=O)CS3)C1 (stereo not drawn)	106	106	2	102	4	10	100	106
O=S(=O)(NCc1csc(-c2cccs2)n1)c1ccc(Cl)cc1	104	96	2	111	5	1	94	78
OCC1(Cc2ccccc2)CCN(CCCC2CCCC2)CC1	108	104	0	93	11	14	103	92
CC1CCCN(CCCN2C(=O)C3C(C(=O)Nc4cccc(Cl)c4)C4C=CC3(O4)C2C(=O)NC2CCCCC2)C1 (stereo not drawn)	105	112	0	108	18	-2	102	108
CCOC(=O)C1CCCN(C(=S)NC(=O)/C=C/c2ccc(F)cc2)C1 (stereo not drawn)	109	112	0	100	6	0	108	115
O=C(Oc1ccc(C(=S)N2CCOCC2)cc1)c1ccccc1F	99	91	0	102	0	7	96	100
Cc1ccc(NS(=O)(=O)c2cccc3cccnc23)c(Br)c1	104	94	3	100	-13	22	100	100
O=C(NCc1ccccc1C(F)(F)F)C1CC(O)CN1C(=O)Nc1ccccc1 (stereo not drawn)	96	105	1	93	10	0	105	99
CCCCOC(=O)/C=C\C(=O)NC(N)=O	95	103	0	95	3	-1	102	86
O=C(c1ccc(Cl)s1)N1CCc2ccccc21	96	96	0	96	-5	0	97	105
CCOC(=O)c1cc(S(=O)(=O)NCc2ccco2)cn1C	98	110	1	96	19	5	100	103
O=C(NC(=S)N1CCCCC1CO)C12CC3CC(CC(C3)C1)C2 (stereo not drawn)	98	91	1	82	11	4	95	89
Cc1cccc(C(=O)OCC(=O)NC(=O)NCc2ccccc2)c1	100	97	1	104	0	-1	96	93
O=C(c1ccc(Cl)cc1)N1CCC(c2nc(-c3cccs3)no2)CC1	94	100	1	111	8	8	97	88
COc1cc(/C=C/C(=O)OCC(=O)c2c(N)n(C)c(=O)n(C)c2=O)ccc1OC(F)F	84	87	0	71	2	1	88	93
CCn1c(SCC(=O)OC)nc2cc(S(=O)(=O)N3CCOCC3)ccc21	112	101	0	126	5	4	100	106
O=C(CN1CCC2(CC1)OCCO2)c1ccc2cc[nH]c2c1	103	106	2	118	-23	-2	99	95
CCC(=O)Nc1cccc(-c2ccc(N3CCCCC3)nn2)c1	99	99	0	101	-16	-6	98	101
O=C(NCCn1cccn1)C1CCC(=O)N(CC2CCCCC2)C1 (stereo not drawn)	104	100	0	103	2	5	103	103
O=C(Nn1c(C2CCC2)nc2ccccc2c1=O)c1cccs1	107	101	1	95	-2	14	108	91
O=C(CSc1nnc(NC2CCCCC2)s1)NCc1ccco1	100	94	0	111	11	-6	99	97
O=C(Nc1ccccc1N1CCOCC1)c1cccnc1	102	98	1	92	-2	0	100	104
COc1cc(C(=O)O)ccc1OCC(=O)N1CCOCC1	106	101	0	102	8	10	105	107
COc1ccc(N(CC(=O)N/N=C(\C)c2ccccc2)S(=O)(=O)c2ccccc2)cc1	107	113	0	101	12	4	110	114
COc1cc(NC(=O)C2CCCCN2)ccc1OCC(C)C (stereo not drawn)	98	104	2	96	6	2	106	91
Cc1cccc(N(CC(=O)Nc2ccc(-c3nc4ccc(C)cc4s3)cc2)S(C)(=O)=O)c1	105	105	5	103	24	-9	101	106
CC(C)c1ccc(NC(=O)/C(C#N)=C/c2ccncc2)cc1	111	102	0	114	13	5	107	101
Cc1ccc(C)c(NS(=O)(=O)c2ccc(NC(=O)CSc3ccc(Cl)cc3)cc2)c1	111	114	0	108	10	-6	116	111
CN(CC(=O)NCc1ccccc1Cl)CC(=O)Nc1cccc(F)c1	100	95	1	99	5	-5	98	95
CC(C)C[C@H](CO)Nc1nc(N(C)c2cccc(Cl)c2)c2ncn(C(C)C)c2n1	97	102	0	136	16	2	99	86
Cc1cccn2c(=O)c3cc(C#N)c(=O)n(CCCN4CCOCC4)c3nc12	?	172[may fluoresce violet]	0	117[may fluoresce violet]	-9	-10	37*[may fluoresce violet]	?
O=C(COC(=O)/C=C/c1ccc([N+](=O)[O-])cc1)Nc1ccc(F)cc1	101	104	0	115	-8	-18	101	99
O=C(C1=C(O)C(=O)N(c2ncccn2)C1c1cccc(Cl)c1)c1ccco1 (stereo not drawn)	98	103	1	96	-3	-9	95	99
CC1CCCC(NC(=O)C2N(CCCN3CCCC3)C(=O)C3C(C(=O)Nc4cccc(Cl)c4)C4C=CC32O4)C1C (stereo not drawn)	94	95	0	95	13	7	94	91
Cc1cc(NC(=O)CN2C(=O)/C(=C/c3cccc(Br)c3)SC2=S)no1	99	101	1	102	5	3	96	84
CSCC(=O)NCC1(N(C)Cc2ccccc2)Cc2ccccc2C1	99	94	10	80	11	3	101	98
COCCCn1c(SCC(=O)N2CCCC(C)C2)nnc1-c1ccco1 (stereo not drawn)	99	103	1	104	nt	29	104	93
CCOC(=O)N1CCC(NC(=O)C2CCN(S(=O)(=O)c3cnc[nH]3)CC2)CC1	101	90	0	82	-9	-2	96	nt
O=C(/C=C(\O)c1ccc(Cl)cc1)C(=O)NNC(=O)C(O)(c1ccccc1)c1ccccc1	100	96	2	106	-3	nt	103	114
CCc1ccccc1NC(=O)C1CCCN(c2ncnc3onc(-c4ccc(F)cc4)c23)C1 (stereo not drawn)	95	94	0	88	-5	?	96	94
Cc1ccc2c(c1)COc1c3ccc(C(=O)O)cc3nn1-2	81	92	5	124	11	-6	94	61
COc1ccc(CNC(=O)CNC(=O)c2cccs2)c(OC)c1	105	113	2	101	7	21	102	105
Cc1ccc(CSCC(=O)N2CCOCC2)cc1	?	236*[may fluoresce violet]	2	72[may fluoresce violet]	-3	-2	56[may fluoresce violet]	?

The results go on.
SMILES	AGP1-GFP MLPCN	MEP2 TOR yeast	GRK2 inh	LAP4-GFP MLPCN	VLA-4 inh	GASC-1 inh	RPL19A TOR yeast	CIT2-GFP yeast
O=C(COc1ccccc1C(=O)NCC1CCCO1)Nc1ccc(Cl)cc1Cl (stereo not drawn)	100	97	0	102	7	9	106	110
Cc1cc(C)n2nc(N)c(N=Nc3ccc4c(c3)OCO4)c2n1	91	92	3	81	12	11	99	102
COc1ccc(-c2ncncc2-c2csc(C)n2)c(O)c1	100	98	3	98	-1	12	95	98
COc1ccccc1OCCSc1nnnn1C1CCCCC1	105	112	1	103	3	7	103	111
CC(C)(C)NC(=O)CCN(/N=C/c1ccccc1O)C1=NS(=O)(=O)c2ccccc21	95	100	0	92	4	-9	100	96
CCCCCCCCC1=NCCc2c1[nH]c1ccccc21	99	109	0	98	-4	2	100	100
O=S(=O)(c1ccc(Cl)cc1)N1CCN(C2CCCCCC2)CC1	nt	96	0	93	12	13	93	99
CC(=O)c1ccc(N(C)C)cc1	97	101	1	100	2	0	98	98
COc1ccc(N2CC(C(=O)NC3CC(C)(C)NC(C)(C)C3)CC2=O)cc1 (stereo not drawn)	96	103	3	92	-8	5	101	92
CC(=O)N(C)c1ccc(OCC(O)Cn2c(C)nc3ccccc32)cc1 (stereo not drawn)	98	95	0	99	0	1	99	98
N#CCCN(Cc1cccnc1)C(=S)NC(=O)c1ccc(S(=O)(=O)N2CCCC2)cc1	102	139	0	122	-74	7	106	123
Cc1cc2cc(C(c3nnnn3Cc3ccco3)N3CCCCC3)c(=O)[nH]c2cc1C (stereo not drawn)	97	104	6	99	1	1	98	95
O=C(NCc1ccco1)C(=O)NCc1ccccc1Cl	110	114	0	111	8	-9	105	99
c1cnc2ccc(C(c3nnnn3C3CCCC3)N3CCSCC3)cc2c1 (stereo not drawn)	97	96	0	94	3	-2	96	91
Cc1cc(=O)oc(C)c1C(=O)Nc1ccc2nsnc2c1	99	101	2	98	6	2	97	101
N#C/C(=C/c1cn(-c2ccccc2)nc1-c1cccc(S(=O)(=O)N2CCCC2)c1)C(=O)NCc1ccco1	102	100	0	93	14	-4	103	97
Cc1cc(C(=O)C(C)OC(=O)c2cnccn2)c(C)n1-c1ccccc1 (stereo not drawn)	94	98	0	99	-1	21	91	91
COc1ccc(N2CCN(c3ccnc4cc(Cl)ccc34)CC2)cc1	91	93	1	95	5	-15	94	86
Cn1nnc2cc(C(=O)Nc3ccc4ccccc4c3)ccc21	97	106	2	97	15	-3	102	102
O=C(NCc1cnn(-c2ccccc2)c1)C1CCC(=O)N(C2CC2)C1 (stereo not drawn)	98	94	3	93	11	4	101	100
CS(=O)(=O)N(CC(=O)N1CCN(Cc2ccccc2)CC1)c1cccc(F)c1	96	102	1	89	3	14	102	97
Clc1ccccc1Nc1ncnc2c1nnn2Cc1ccccc1	90	96	0	98	0	1	95	89

Screening results as filed in PubChem BioAssay.

Outcome played no part in choosing rows. About 1.7% of those tested had a hit in this group.
